LDHA inh: qHTS assay for inhibitors of human lactate dehydrogenase | hit rate 0.15% among 480,000 | purified LDHA, NADH/diaphorase-resazurin fluorescence; hits give low values | activity change, % (values are at about 110 or 230 µM); in the data active means activity change below about -30%; inconclusive means mostly about -25% to -30%;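 further: plate controls were DMSO wells for no effect and wells without enzyme for full effect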
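LDH5 2 nM; NADH 0.06 mM, pyruvate 0.2 mM; 200 mM Tris pH 7.4, EDTA, Tween-20; 5 min RT. Detection: diaphorase 0.133 mg/mL + resazurin 37 µM, fluorescence ex540/em590 at 0 and 20 min; normalized to enzyme-free and DMSO wells.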
RGS4 inhibitor: Inhibitors of Regulator of G Protein Signaling (RGS) 4: qHTS; AID 504845, 2011; Potency, µM (doses to about 114 µM), for the others: at the top dose activity change, negative = inhibition, usual class: inhibitors; Transcreener GDP fluorescence polarization, RGS4-accelerated GTP hydrolysis; hit rate 0.039% among 390,000; further: potency means the concentration at half of the fitted maximal effect; on the % scale 0 is the no-effect control and ±100 the full control effect; nearly all actives have a fitted effect of over 75% in size; some results filed as inactive show a strong effect at the top dose
Target sequence (P49798 whole entry, looked up): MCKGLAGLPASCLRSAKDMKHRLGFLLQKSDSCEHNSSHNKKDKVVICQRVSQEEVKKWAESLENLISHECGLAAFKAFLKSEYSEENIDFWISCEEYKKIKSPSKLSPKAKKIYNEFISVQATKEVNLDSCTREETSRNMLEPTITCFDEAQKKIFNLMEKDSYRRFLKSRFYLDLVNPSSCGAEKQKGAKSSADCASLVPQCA
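MLSMR compounds (23 nl, pin-transferred) preincubated 10 min at room temperature with a 500nM (2x) first reagent, then RGS4 at 900nM (2x) plus Transcreener GDP mix added; fluorescence polarization (620/688 nm) read before and after 90 min at 30 °C.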
Vif-A3F inh: qHTS for Inhibitors of Vif-A3F Interactions: qHTS; AID 602313, 2012; Potency, µM (doses to about 46.1 µM), inactives show top-dose activity, negative = active; hit rate 0.2% among 390,000; HeLa A3F-eYFP + Vif (tagged APOBEC3F with the HIV-1 protein that degrades it), YFP fluorescence increase; further: potency means the concentration at half of the fitted maximal effect; % of control where 0% means no effect; nearly all actives have a fitted effect of over 65% in size
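Fluorescence increase (Ex 488/Em 500-530) after overnight compound treatment at 37 deg C flags inhibition of Vif-driven A3F-eYFP loss in stable HeLa A3F-eYFP/Vif cells seeded overnight beforehand.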
TrxR1 inh: qHTS Assay for Inhibitors of Mammalian Selenoprotein Thioredoxin Reductase 1 (TrxR1): qHTS; Thioredoxin reductase 1, cytoplasmic (Rattus norvegicus), O89049; recombinant rTrxR1, NADPH fluorescence consumption, selenite substrate; Potency, µM (highest dose often 114 µM), for the others: at the highest dose activity change, negative = inhibition, most hits filed as inhibitors; hit rate 1% among 390,000; AID 588453, 2011; further: potency means the concentration at half of the fitted maximal effect; on the % scale 0 is the no-effect control and ±100 the full control effect; nearly all actives have a fitted effect of over 65% in size
Target sequence (O89049 whole entry, looked up): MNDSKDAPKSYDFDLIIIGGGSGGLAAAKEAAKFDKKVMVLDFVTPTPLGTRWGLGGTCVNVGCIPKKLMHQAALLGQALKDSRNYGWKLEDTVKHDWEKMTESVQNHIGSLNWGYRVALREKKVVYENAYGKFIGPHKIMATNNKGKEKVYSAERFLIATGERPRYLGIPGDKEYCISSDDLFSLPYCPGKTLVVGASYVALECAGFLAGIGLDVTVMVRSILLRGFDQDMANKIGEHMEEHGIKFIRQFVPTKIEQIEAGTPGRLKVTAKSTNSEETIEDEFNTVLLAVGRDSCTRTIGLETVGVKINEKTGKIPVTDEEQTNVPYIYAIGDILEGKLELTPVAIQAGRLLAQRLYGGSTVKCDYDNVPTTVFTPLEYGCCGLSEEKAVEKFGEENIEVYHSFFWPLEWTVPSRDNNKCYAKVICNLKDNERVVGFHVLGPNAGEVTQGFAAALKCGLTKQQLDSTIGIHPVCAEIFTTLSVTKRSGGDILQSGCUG
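Rat TrxR1 (90 nM in the dispensed reagent) was pre-reduced with 400 uM NADPH for 5 min at room temperature, then incubated with compound for 15 min. After 400 uM selenite was added, NADPH fluorescence (Ex 340/Em 450 nm) was followed for 8 min.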
mIDH1 inhibitor: qHTS for Inhibitors of mutant isocitrate dehydrogenase 1 (IDH1): qHTS | Isocitrate dehydrogenase [NADP] cytoplasmic (Homo sapiens), O75874 | IDH1-R132H enzyme, NADPH consumption, diaphorase/resazurin fluorescence | Potency, µM (series often up to 76.6 µM), for the others: at the highest dose activity change, negative = inhibition, actives largely listed as inhibitors | hit rate 0.093% among 390,000; further: potency means the concentration at half of the fitted maximal effect; on the % scale 0 is the no-effect control and ±100 the full control effect; nearly all actives have a fitted effect of over 65% in size
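IDH1-R132H (0.5 ug/mL) preincubated 30 min with compound, then NADPH (0.016 mM) and alpha-KG (2 mM) added; 80 min at RT, pH 7.5. Remaining NADPH coupled via diaphorase/resazurin to fluorescence (540/590 nm); concentration-response curves normalized to no-enzyme control.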
Vif-APOBEC3G blk: qHTS for Inhibitors of Vif-A3G Interactions: qHTS; DNA dC->dU-editing enzyme APOBEC-3G (Homo sapiens), Q9HC16; HeLa A3G-eYFP + Vif (tagged APOBEC3G with the HIV-1 protein that degrades it), YFP fluorescence, overnight; Potency, µM (highest dose often 46.1 µM), inactives show at the top dose activity, negative = active, hits mostly inhibitors; hit rate 0.076% among 410,000;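 further: potency means the concentration at half of the fitted maximal effect; on the % scale 0 is the no-effect control and ±100 the full control effect; nearly all actives have a fitted effect of over 60% in size; hits raise eYFP signal because A3G escapes Vif-driven loss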
Target sequence (Q9HC16 whole entry, looked up): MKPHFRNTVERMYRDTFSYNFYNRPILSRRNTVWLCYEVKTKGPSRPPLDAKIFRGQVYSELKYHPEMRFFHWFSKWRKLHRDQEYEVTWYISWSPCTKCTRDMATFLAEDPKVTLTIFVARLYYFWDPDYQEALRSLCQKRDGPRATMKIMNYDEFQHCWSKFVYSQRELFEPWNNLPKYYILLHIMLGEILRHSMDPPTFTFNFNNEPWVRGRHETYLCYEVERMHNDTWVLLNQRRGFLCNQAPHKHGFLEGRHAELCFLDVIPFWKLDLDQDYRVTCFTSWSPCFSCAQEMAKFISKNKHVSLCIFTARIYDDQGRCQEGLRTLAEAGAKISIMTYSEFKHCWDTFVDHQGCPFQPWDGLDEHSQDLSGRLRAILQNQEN
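HeLa cells stably expressing Vif and C-terminally eYFP-tagged A3G, seeded overnight at 37 deg C, then exposed to compound by pintool overnight at 37 deg C. Rise in yellow fluorescence (Ex 488/Em 500-530, Acumen) marks blocked Vif-driven A3G degradation.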
GRP78 ERSR act: qHTS for Inducers of the Endoplasmic Reticulum Stress Response (ERSR) in Human Glioma: qHTS; U87-MG GRP78 promoter luciferase reporter, 16 h; Potency, µM, for the others: at the highest dose activation, hits mostly activators; hit rate 0.02% among 420,000; AID 602332, 2012; further: potency means the concentration at half of the fitted maximal effect; series mostly up to about 76 µM; % of control where 0% means no effect; nearly all actives have a fitted effect of over 35% in size
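ERSR induction read as luciferase luminescence (Bright-Glo, 10 min at room temperature) in stably transfected human U87-MG glioma cells exposed to compounds for 16 h, using GRP78 as sensor.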
TrxR1 substrate: qHTS Assay for Substrates of Mammalian Selenoprotein Thioredoxin Reductase 1 (TrxR1): qHTS | Thioredoxin reductase 1, cytoplasmic (Rattus norvegicus), O89049 | purified TrxR1 substrate turnover, NADPH consumption readout | Potency, µM (doses to about 114 µM), without a hit: at the highest dose activity change, negative = substrate turnover | hit rate 0.01% among 390,000 | AID 588456, 2011; further: potency means the concentration at half of the fitted maximal effect; on the % scale 0 is the no-effect control and ±100 the full control effect; nearly all actives have a fitted effect of over 50% in size
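Rat TrxR1, dispensed at 90 nM, was prereduced with 400 uM NADPH (final) for 5 min at ~22 deg C, then incubated with compound 15 min before 400 uM selenite. A first-read NADPH fluorescence drop versus no-compound background flagged substrates.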
USP1-UAF1 inh: Inhibitors of USP1/UAF1: Primary Screen | recombinant USP1/UAF1, Ub-Rhodamine cleavage fluorescence | Potency, µM (doses to about 57.1 µM), without a hit: at the highest dose activity change, negative = inhibition, usual class: inhibitors | hit rate 0.23% among 390,000 | AID 743255, 2014; further: potency means the concentration at half of the fitted maximal effect; on the % scale 0 is the no-effect control and ±100 the full control effect; nearly all actives have a fitted effect of over 60% in size; inactives centre near -12
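In this screen, compounds sit with the deubiquitinase complex (1nM) for 15 min at room temperature before Ub-Rho is added at 150nM final. Fluorescence rise is then followed for 6 reads every 60 seconds.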
* marks the source's active call; other numbers are inactive results; & = joins results of further samples; [ ] = another dose, or the depositor's remark. Unless noted, the call rests on the fitted dose curve; in most records, active means well fitted curve in the direction sought with a large enough effect; inconclusive means small, poorly fitted or top-dose-only effect, or another doubt; inactive means no such curve, though single readings can be large; an effect the other way counts as inactive or inconclusive.

How did Cc1ccc(CSc2nnc(-c3ccc(NS(=O)(=O)c4ccccc4)cc3)o2)cc1 do in these assays?
LDHA inh: -1; RGS4 inhibitor: 6%; Vif-A3F inh: -27%; TrxR1 inh: -1%; mIDH1 inhibitor: -7%; Vif-APOBEC3G blk: 2%; GRP78 ERSR act: 2%; TrxR1 substrate: -10%; USP1-UAF1 inh: -24%

What do the screens show for `COC(=O)COC(=O)c1ccccc1NC(=O)c1ccccc1`?
LDHA inh: -5; RGS4 inhibitor: 6%; Vif-A3F inh: 0%; TrxR1 inh: 16%; mIDH1 inhibitor: 0%; Vif-APOBEC3G blk: -8%; GRP78 ERSR act: -2%; TrxR1 substrate: 14%; USP1-UAF1 inh: -8%

What do the screens show for `O=C(OCc1ccc([N+](=O)[O-])cc1)C1CC(=O)N(Cc2ccccc2Cl)C1` (stereo unspecified)?
LDHA inh: -7; RGS4 inhibitor: inconclusive; Vif-A3F inh: 0%; TrxR1 inh: 0%; mIDH1 inhibitor: -2%; Vif-APOBEC3G blk: 0%; GRP78 ERSR act: -3%; TrxR1 substrate: -1%; USP1-UAF1 inh: -7%

Results for CCN(CC)S(=O)(=O)c1ccc(NC(=O)c2cnc(C)cn2)cc1 ?
LDHA inh: -8; RGS4 inhibitor: 5%; Vif-A3F inh: -2%; TrxR1 inh: 7%; mIDH1 inhibitor: 0%; Vif-APOBEC3G blk: 1%; GRP78 ERSR act: 2%; TrxR1 substrate: -3%; USP1-UAF1 inh: -12%

What do the screens show for `CC1CN(S(=O)(=O)c2ccc(NC(=O)CCCN3C(=O)c4ccccc4C3=O)cc2)CC(C)O1` (stereo unspecified)?
LDHA inh: -4; RGS4 inhibitor: 16%; Vif-A3F inh: -2%; TrxR1 inh: 23%[57.1 µM]; mIDH1 inhibitor: -1%; Vif-APOBEC3G blk: 0%; GRP78 ERSR act: -2%; TrxR1 substrate: 8%[57.1 µM]; USP1-UAF1 inh: -4%

Results for O=C(NCCN1CCCCC1)c1cc2ccccc2[nH]1 ?
LDHA inh: -3; RGS4 inhibitor: 16%; Vif-A3F inh: 3%; TrxR1 inh: 6%; mIDH1 inhibitor: -1%; Vif-APOBEC3G blk: 1%; GRP78 ERSR act: -4%; TrxR1 substrate: 14%; USP1-UAF1 inh: 9%

Results for O=C1CC(c2ccccc2)Cc2[nH]c(=O)c(-c3nc(-c4ccc(Cl)cc4)cs3)cc21 (stereo unspecified) ?
LDHA inh: -8; RGS4 inhibitor: 1%; Vif-A3F inh: -12%; TrxR1 inh: 21%; mIDH1 inhibitor: 15%; Vif-APOBEC3G blk: inconclusive; GRP78 ERSR act: -4%; TrxR1 substrate: 10%; USP1-UAF1 inh: -16%

How did Cc1ccccc1N1CCN(C2=NC(=O)/C(=C\c3cccs3)S2)CC1 do in these assays?
LDHA inh: 1; RGS4 inhibitor: -7%[11.4 µM]; Vif-A3F inh: 1%; TrxR1 inh: -14%; mIDH1 inhibitor: -6%; Vif-APOBEC3G blk: -9%; GRP78 ERSR act: 8%; TrxR1 substrate: -10%; USP1-UAF1 inh: -26%

What do the screens show for `COc1ccc(S(=O)(=O)Nc2ccccc2)cc1`?
LDHA inh: -3; RGS4 inhibitor: 17%; Vif-A3F inh: inconclusive; TrxR1 inh: 15%[57.1 µM]; mIDH1 inhibitor: 3%; Vif-APOBEC3G blk: -10%; GRP78 ERSR act: -5%; TrxR1 substrate: 7%[57.1 µM]; USP1-UAF1 inh: 6%

How did CCc1c(C)nc(SCC(=O)Nc2nc(-c3ccc(OC)cc3)cs2)[nH]c1=O do in these assays?
LDHA inh: -4; RGS4 inhibitor: 0%; Vif-A3F inh: 12%; TrxR1 inh: 19%[57.1 µM]; mIDH1 inhibitor: 1%; Vif-APOBEC3G blk: -1%; GRP78 ERSR act: 4%; TrxR1 substrate: 13%[57.1 µM]; USP1-UAF1 inh: -14%

How did CC(C)CC(=O)n1sc(NC(=O)c2ccccc2)nc1=O do in these assays?
LDHA inh: -6; RGS4 inhibitor: inconclusive; Vif-A3F inh: -1%; TrxR1 inh: -11%; mIDH1 inhibitor: 6%; Vif-APOBEC3G blk: -5%; GRP78 ERSR act: 1%; TrxR1 substrate: -7%; USP1-UAF1 inh: -13%

Results for O=C(CSCc1ccccc1)Nc1cccc(C(=O)Nc2ccccc2C(=O)O)c1 ?
LDHA inh: -6; RGS4 inhibitor: -25%; Vif-A3F inh: 7%; TrxR1 inh: 9%; mIDH1 inhibitor: -5%; Vif-APOBEC3G blk: -12%; GRP78 ERSR act: -8%; TrxR1 substrate: -2%; USP1-UAF1 inh: -7%

How did CO/N=C(\C(=O)O)c1csc(NN=C(C)C)n1 do in these assays?
LDHA inh: 6; RGS4 inhibitor: -5%; Vif-A3F inh: -3%; TrxR1 inh: 4%[57.1 µM]; mIDH1 inhibitor: 1%; Vif-APOBEC3G blk: -1%; GRP78 ERSR act: -5%; TrxR1 substrate: 4%[57.1 µM]; USP1-UAF1 inh: -18%

How did CCCCN(CCCNC(=O)c1cc(Nc2ccc(OC)cc2OC)nc2ccccc12)Cc1ccccc1 do in these assays?
LDHA inh: -2; RGS4 inhibitor: -11%; Vif-A3F inh: -13%; TrxR1 inh: 18%; mIDH1 inhibitor: 0%; Vif-APOBEC3G blk: 2%; GRP78 ERSR act: -4%; TrxR1 substrate: -9%; USP1-UAF1 inh: -22%

Results for CC(=O)C1=C(O)C(=O)N(c2nccs2)C1c1ccccc1 (stereo unspecified) ?
LDHA inh: -3; RGS4 inhibitor: 13%; Vif-A3F inh: 5%; TrxR1 inh: 7%[57.1 µM]; mIDH1 inhibitor: 3%; Vif-APOBEC3G blk: 3%; GRP78 ERSR act: -3%; TrxR1 substrate: 4%[57.1 µM]; USP1-UAF1 inh: -3%

What do the screens show for `COc1ccc(-c2cccc(-c3cc(=O)oc4ccc(C(C)(C)C)cc34)c2)cc1`?
LDHA inh: -4; RGS4 inhibitor: 16%; Vif-A3F inh: 7%; TrxR1 inh: 26%; mIDH1 inhibitor: 4%; Vif-APOBEC3G blk: 0%; GRP78 ERSR act: -4%&-2%; TrxR1 substrate: 6%; USP1-UAF1 inh: -13%

How did CC(=O)OC1C=CN(C(C)=O)C(SC(C)(C)C)C1(C)O (stereo unspecified) do in these assays?
LDHA inh: -11; Vif-A3F inh: -6%; mIDH1 inhibitor: -10%; Vif-APOBEC3G blk: 2%; GRP78 ERSR act: -4%; USP1-UAF1 inh: -1%

Results for O=C(NC1CCCCC1)c1ccccc1NC(=S)NC(=O)C1CCC1 ?
LDHA inh: -12; RGS4 inhibitor: -4%; Vif-A3F inh: 0%; TrxR1 inh: -8%; mIDH1 inhibitor: 0%; Vif-APOBEC3G blk: -3%; GRP78 ERSR act: -2%; TrxR1 substrate: 0%; USP1-UAF1 inh: -6%

How did Cc1occc1-c1nnc(SCC(=O)NCc2ccc3c(c2)OCO3)n1CC(C)C do in these assays?
LDHA inh: -1; RGS4 inhibitor: -31%; Vif-A3F inh: -13%; TrxR1 inh: 10%; mIDH1 inhibitor: 4%; Vif-APOBEC3G blk: 1%; GRP78 ERSR act: 0%; TrxR1 substrate: 3%; USP1-UAF1 inh: -13%

What do the screens show for `Cc1ccc(NC(=O)C(C)n2nnc3sc4c(c3c2=O)CCCC4)cc1Cl` (stereo unspecified)?
LDHA inh: -2; RGS4 inhibitor: 0%; TrxR1 inh: 8%; TrxR1 substrate: -4%; USP1-UAF1 inh: -2%

What do the screens show for `CC(C)n1cc(/C=C/c2cc[n+](C)cc2)c2ccccc21`?
LDHA inh: -3; RGS4 inhibitor: -53%; Vif-A3F inh: -498%; TrxR1 inh: -9%; mIDH1 inhibitor: 3%; Vif-APOBEC3G blk: 4µM*; GRP78 ERSR act: -2%; TrxR1 substrate: -8%; USP1-UAF1 inh: 32µM*

Results for COc1ccc(CCCC(=O)NC(C)c2ccccc2)cc1 (stereo unspecified) ?
LDHA inh: -3; RGS4 inhibitor: 4%; Vif-A3F inh: -18%; TrxR1 inh: 6%; mIDH1 inhibitor: 4%; Vif-APOBEC3G blk: -1%; GRP78 ERSR act: -4%; TrxR1 substrate: 1%; USP1-UAF1 inh: -1%

What do the screens show for `CC1(C)CC(NC(=S)NC2CC2)CC(C)(C)N1`?
LDHA inh: -12; RGS4 inhibitor: -18%; Vif-A3F inh: -4%; TrxR1 inh: 3%[57.1 µM]; mIDH1 inhibitor: 0%; Vif-APOBEC3G blk: 3%; GRP78 ERSR act: -1%; TrxR1 substrate: -2%[57.1 µM]; USP1-UAF1 inh: -4%

Bioassay records from PubChem.

Some of the compounds tested (hit frequency here may not be typical).
